Compound activity (PubChem)
Siah-1 displacement: Siah-1 peptide-binding antagonists, primary screen, biochemical, fluorescence polarization, rhodamine-plectin, uHTS (AID 1817). Siah-1 / rhodamine-plectin peptide fluorescence polarization; higher % means a stronger effect. one-dose displacement, % at 20 µM; IC50 in µM for titrated hits. actives 0.02% (n = 290,000);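 active means displacement of at least 50% at 20 µM, with a fluorescence ratio check between 0.3 and a set limit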;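 further: plate controls were Siah plus tracer with DMSO for no effect and tracer alone without Siah for full effect; strong numbers were not always called active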
P. falciparum M1AAP: malaria alanyl aminopeptidase activity blockers – biochemical, fluorogenic H-Leu-NHMec substrate, 1536-well (AID 1445); recombinant M1AAP, H-Leu-NHMec fluorogenic kinetic assay; higher % means a stronger effect; inhibition, % at 30 µM, or IC50 in µM where a hit was titrated; actives 0.42% (n = 220,000);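 active means primary inhibition above the hit cutoff, then over 50% inhibition at one or more dose response concentrations, cut at about 23% in these data, passing the limit was not always enough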;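 further: plate controls were DMSO full reaction for no effect and no enzyme background for full effect; strong numbers were not always called active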
TNAP activation fold: stimulation of alkaline phosphatase TNAP activity – biochemical, luminescent, no phosphate acceptor, uHTS, primary screen (AID 1001) | purified TNAP, luminescent activation assay, no phosphate acceptor; higher activation fold means a stronger effect | activation fold at 20 µM; hits with a dose series show EC50 in µM | actives 0.03% (n = 200,000); in the data active means activation fold from about 3, or a potency from the dose series; inactive means the rest, 99 in 100 with activation fold below about 1.6; further: many of its hits are not listed in these tables
P. falciparum M17LAP: P. falciparum M17LAP inhibitors, primary screen, biochemical, fluorogenic H-Leu-NHMec substrate, 1536-well (AID 1619) | recombinant M17LAP, H-Leu-NHMec fluorogenic kinetic assay; higher % means a stronger effect | one-dose inhibition, % at 30 µM; IC50 in µM for titrated hits | actives 0.38% (n = 220,000);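 active means compound inhibiting the enzyme by more than half at any dose during confirmatory dose-response retesting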;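 further: plate controls were full reaction with DMSO carrier for no effect and no enzyme background for full effect; strong numbers were not always called active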
PMI inhibition: human PMI inhibitors, high substrate, primary screen, biochemical, fluorescence intensity, high mannose 6-phosphate (AID 1220); recombinant PMI enzyme, coupled fluorescence intensity; higher % means a stronger effect; inhibition, % at 20 µM; hits with a dose series show IC50 in µM; actives 0.66% (n = 190,000)
Hep lipid drop: modulators of hepatic lipid droplet formation; AML12 mouse hepatocytes, oleate lipid droplets, BODIPY imaging; AID 1656; inhibition, % at 6.5 µM; actives 0.4% (n = 240,000);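 active means lipid droplet intensity inhibited by at least 50%, with more than 500 cells counted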
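Material: mouse AML12 hepatocyte cell line, fixed after treatment; Timing: compound with oleate, overnight; Technique: high-content imaging of BODIPY-stained droplets and DAPI nuclei; Probe or stimulus: oleate, 100 µM final; Dosing: compound at 6.5 µM only.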
K1F lysis inhibition: inhibition of K1F phage lysis, E. coli UTI89, bacterial capsule biogenesis inhibitors, alamar blue (AID 488966); E. coli UTI89 K1F phage lysis, alamar blue, 2 h; higher % means a stronger effect; inhibition, % at 100 µM; hits with a dose series show IC50 in µM; actives 0.02% (n = 340,000);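 active means phage lysis inhibition, versus mean bacterial control, above a set limit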;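 further: capsule biogenesis inhibitors block K1F phage lysis so surviving cells raise fluorescence; higher fluorescence means more inhibition of phage lysis; actives were called in the ten point dose series up to 300 µM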
PMI inhibitors: MPI enzyme activity inhibition – biochemical, fluorescence intensity, coupled assay, primary screen (AID 1209) | purified PMI enzyme, coupled fluorescence intensity; higher % means a stronger effect | one-dose inhibition, % at 20 µM; IC50 in µM for titrated hits | actives 0.42% (n = 190,000);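 further: plate controls were DMSO vehicle for no effect and wells lacking substrate for full effect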
XIAP antagonists: XIAP antagonists, biochemical, IAP family, fluorescence polarization (AID 1018); one-dose displacement, % at 20 µM; IC50 in µM for titrated hits; XIAP BIR domain, fluorescence polarization peptide displacement; higher % means a stronger effect; actives 0.007% (n = 200,000); in the data active means displacement above about 50%; further: a part of the inactive calls stands beside numbers as strong as those of hits
Hep lipid drop cells 6.5 µM: recorded beside Hep lipid drop, whose call it bears; cell count; measured here: cell count, cytotoxicity flag;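 cells counted across two imaged fields per well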
Active calls of the source: *; x = no result given; [ ] = dose if it differs, or a comment. Unless noted, no stated cut-off is given here; in the data, active means inhibition above about 50%; inactive means the rest. Not a hit list, and some 1.9% of all compounds hit somewhere here.

| entry | Compound | Siah-1 displacement | P. falciparum M1AAP | TNAP activation fold | P. falciparum M17LAP | PMI inhibition | Hep lipid drop | Hep lipid drop cells 6.5 µM | K1F lysis inhibition | PMI inhibitors | XIAP antagonists |
| --- | --- | --- | --- | --- | --- | --- | --- | --- | --- | --- | --- |
| 1 | O=C(NCc1ccccc1)c1ccc(/C=N/O)nc1 | -2% | 3% | 1.1 | -17% | 12% | x | x | 0.2% | -8% | -3.0% |
| 2 | CC(C)NC(=O)c1ccccc1NC(=O)C1CCCO1 (stereo not given) | 3% | 2% | 1.1 | -8% | -8% | 14 | 766 | 3.3% | -2% | -4.8% |
| 3 | O=C1/C(=C/c2ccccc2)CCCc2ccccc21 | 3% | 3% | 1.1 | 0% | 16% | 13 | 636 | 0.2% | 16% | -1.6% |
| 4 | COc1ccc(C(=O)N2CCN(c3ccc(C)c(C)c3)CC2)cc1OC | 2% | 6% | 1.1 | 6% | -2% | x | x | 6.4% | -2% | -1.2% |
| 5 | CCOC(=O)c1cccc(C(=O)Nc2nc3ccc(OC)cc3s2)n1 | -5% | 18% | 2.6 | 14% | 5% | 6 | 671 | -0.5% | -9% | -4.2% |
| 6 | COc1cccc(CNCCc2c[nH]c3ccccc23)c1OCc1ccc(F)cc1 | 3% | 6% | 1.1 | -7% | 0% | -1 | 667 | -0.5% | 8% | -2.1% |
| 7 | Cc1c(OC(C(=O)O)c2ccccc2)ccc2c(-c3ccccc3)cc(=O)oc12 (stereo not given) | -1% | 7% | x | 14% | x | 15 | 670 | -0.2% | x | x |
| 8 | COCc1cc(C)nc(SCC[N+](C)(C)CC(=O)Nc2cccc(C)c2)c1C#N | -5% | 5% | 1 | 10% | -6% | -2 | 734 | 0.8% | -8% | -5.4% |
| 9 | Cc1cccc2sc(N(CCCN(C)C)C(=O)c3ccc(Cl)s3)nc12 | -6% | 8% | 1.1 | 6% | -15% | 4 | 716 | 1.1%[50 µM] | -16% | -4.2% |
| 10 | Cn1c(O)c(N=NC(=O)c2ccccc2O)c2ccccc21 | -1% | x | 1 | x | -1% | 4 | 686 | -0.1% | 4% | -0.4% |
| 11 | CC(O)CNc1nc2sc3c(c2c(=O)n1Cc1ccco1)CCCCC3 (stereo not given) | 20% | 9% | x | 2% | x | 0 | 670 | 0.7% | x | x |
| 12 | COc1cc(/C=N/Nc2nc3c(c(=O)n(C)c(=O)n3C)n2Cc2ccccc2)ccc1OC(=O)c1ccco1 | -8% | 5% | 1.3 | -6% | 2% | -78 | 633 | 1.8%[50 µM] | 0% | -4.6% |
| 13 | Cc1cc(C)nc(N2CCC(C(=O)NNC(=O)c3ccc(Cl)cc3)CC2)n1 | 2% | -1% | x | 0% | x | -6 | 718 | 0.1% | x | x |
| 14 | CCOc1ccc(NC(=O)c2nsc(Cl)c2Cl)cc1 | 5% | x | 1.1 | x | 2% | 0 | 693 | 1.1% | 5% | -4.2% |
| 15 | O=C(Nc1cccc2ccccc12)N1CCCN(c2c(Cl)cncc2Cl)CC1 | 3% | 9% | x | 6% | x | -8 | 722 | 0.3% | x | x |
| 16 | COc1ccc(C/C(N)=N/OC(=O)c2ccc(Cl)cc2)cc1 | -1% | 3% | 1 | 0% | -4% | -3 | 600 | 0.8% | -24% | -1.9% |
| 17 | CCCOc1ccc(C2C(C(=O)c3ccc(C)o3)=C(O)C(=O)N2CCN2CCOCC2)cc1OC (stereo not given) | 0% | -1% | 1.1 | 16% | -49% | x | x | -0.9% | -26% | -1.7% |
| 18 | CCC1CCCCN1C(=S)NC(=O)c1cc(S(=O)(=O)N2CCOCC2)ccc1C (stereo not given) | 0% | 6% | x | -3% | x | 18 | 692 | 2.6%[50 µM] | x | x |
| 19 | O=[N+]([O-])c1ccc(Oc2ccc(/C=N/O)cc2)nc1 | 1% | -5% | 1 | 13% | -7% | -7 | 717 | 0.2% | -3% | -12% |
| 20 | Cc1sc2nc(CN3CCOCC3)nc(Cl)c2c1C | 5% | 0% | 1.1 | 15% | 0% | x | x | 2.0% | -9% | -6.0% |
| 21 | COc1ccc(CCNC(=O)C2CC3Cn4c(nc5ccccc54)C3N2C)cc1 (stereo not given) | 8% | 3% | x | -1% | x | 29 | 695 | 2.3% | x | x |
| 22 | CC1(C)CC(=O)c2cc3c(nc2C1)CC(C)(C)CC3=O | 7% | -3% | 1.2 | 0% | 8% | -6 | 469 | 0.5% | 11% | -0.4% |
| 23 | CCN(CCCNC(=O)c1ccc(N2CCCC2=O)cc1)c1cccc(C)c1 | -4% | 2% | 1.1 | -4% | 14% | x | x | 1.1% | 8% | -2.9% |

3 entries already listed, sorted by count of non-hydrogen atoms, falling.
| entry | Compound | Siah-1 displacement | P. falciparum M1AAP | TNAP activation fold | P. falciparum M17LAP | PMI inhibition | Hep lipid drop | Hep lipid drop cells 6.5 µM | K1F lysis inhibition | PMI inhibitors | XIAP antagonists |
| --- | --- | --- | --- | --- | --- | --- | --- | --- | --- | --- | --- |
| 5 | CCOC(=O)c1cccc(C(=O)Nc2nc3ccc(OC)cc3s2)n1 | -5% | 18% | 2.6 | 14% | 5% | 6 | 671 | -0.5% | -9% | -4.2% |
| 16 | COc1ccc(C/C(N)=N/OC(=O)c2ccc(Cl)cc2)cc1 | -1% | 3% | 1 | 0% | -4% | -3 | 600 | 0.8% | -24% | -1.9% |
| 3 | O=C1/C(=C/c2ccccc2)CCCc2ccccc21 | 3% | 3% | 1.1 | 0% | 16% | 13 | 636 | 0.2% | 16% | -1.6% |

From no. 14 as far as 23, as listed above:
| entry | Compound | Siah-1 displacement | P. falciparum M1AAP | TNAP activation fold | P. falciparum M17LAP | PMI inhibition | Hep lipid drop | Hep lipid drop cells 6.5 µM | K1F lysis inhibition | PMI inhibitors | XIAP antagonists |
| --- | --- | --- | --- | --- | --- | --- | --- | --- | --- | --- | --- |
| 14 | CCOc1ccc(NC(=O)c2nsc(Cl)c2Cl)cc1 | 5% | x | 1.1 | x | 2% | 0 | 693 | 1.1% | 5% | -4.2% |
| 15 | O=C(Nc1cccc2ccccc12)N1CCCN(c2c(Cl)cncc2Cl)CC1 | 3% | 9% | x | 6% | x | -8 | 722 | 0.3% | x | x |
| 16 | COc1ccc(C/C(N)=N/OC(=O)c2ccc(Cl)cc2)cc1 | -1% | 3% | 1 | 0% | -4% | -3 | 600 | 0.8% | -24% | -1.9% |
| 17 | CCCOc1ccc(C2C(C(=O)c3ccc(C)o3)=C(O)C(=O)N2CCN2CCOCC2)cc1OC (stereo not given) | 0% | -1% | 1.1 | 16% | -49% | x | x | -0.9% | -26% | -1.7% |
| 18 | CCC1CCCCN1C(=S)NC(=O)c1cc(S(=O)(=O)N2CCOCC2)ccc1C (stereo not given) | 0% | 6% | x | -3% | x | 18 | 692 | 2.6%[50 µM] | x | x |
| 19 | O=[N+]([O-])c1ccc(Oc2ccc(/C=N/O)cc2)nc1 | 1% | -5% | 1 | 13% | -7% | -7 | 717 | 0.2% | -3% | -12% |
| 20 | Cc1sc2nc(CN3CCOCC3)nc(Cl)c2c1C | 5% | 0% | 1.1 | 15% | 0% | x | x | 2.0% | -9% | -6.0% |
| 21 | COc1ccc(CCNC(=O)C2CC3Cn4c(nc5ccccc54)C3N2C)cc1 (stereo not given) | 8% | 3% | x | -1% | x | 29 | 695 | 2.3% | x | x |
| 22 | CC1(C)CC(=O)c2cc3c(nc2C1)CC(C)(C)CC3=O | 7% | -3% | 1.2 | 0% | 8% | -6 | 469 | 0.5% | 11% | -0.4% |
| 23 | CCN(CCCNC(=O)c1ccc(N2CCCC2=O)cc1)c1cccc(C)c1 | -4% | 2% | 1.1 | -4% | 14% | x | x | 1.1% | 8% | -2.9% |
